RmlCD inh 1536 – inhibitors of Mycobacterium tuberculosis RmlC and RmlD coupled enzymes | 160,000 compounds, 0.03% hits | P9WH09+P9WH11 | RmlC+RmlD coupled enzyme assay, percent inhibition; primary screen in compound mixtures | inhibition, % at 3.6 µM; in the data active means inhibition mostly above about 34%, no sharp cut-off; further: some results filed as inactive read as strong as hits
Target sequence (P9WH09 whole entry, looked up): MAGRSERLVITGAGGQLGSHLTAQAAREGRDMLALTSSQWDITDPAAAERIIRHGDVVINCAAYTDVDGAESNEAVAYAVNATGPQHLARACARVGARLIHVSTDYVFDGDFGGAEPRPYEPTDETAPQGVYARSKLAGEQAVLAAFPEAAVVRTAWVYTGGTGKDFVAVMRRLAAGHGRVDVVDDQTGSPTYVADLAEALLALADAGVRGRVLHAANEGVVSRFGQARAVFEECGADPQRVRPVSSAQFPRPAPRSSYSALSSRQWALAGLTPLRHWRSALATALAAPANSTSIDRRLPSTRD
Target sequence (P9WH11 whole entry, looked up): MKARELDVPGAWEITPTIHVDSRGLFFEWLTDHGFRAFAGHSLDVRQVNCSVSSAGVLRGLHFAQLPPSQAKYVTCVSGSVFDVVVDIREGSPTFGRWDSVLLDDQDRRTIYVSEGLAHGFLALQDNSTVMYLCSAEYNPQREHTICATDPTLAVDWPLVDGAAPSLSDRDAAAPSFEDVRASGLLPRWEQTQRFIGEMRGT
M. tuberculosis GlmU – inhibition of mycobacterial GlmU enzyme – biochemical, glucosamine-1-phosphate acetyltransferase (AID 1376); M. tuberculosis GlmU acetyltransferase enzyme assay; higher % means a stronger effect; inhibition, %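 (tested at 30 µM in the primary screen)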; hits with a dose series show IC50 in µM; 220,000 compounds, 0.25% hits; in the data active means inhibition above about 13%;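 further: 0% = complete reaction with vehicle and 100% = reaction without substrate; strong numbers were not always called active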
Active calls of the source: *; nt = no result given. A portion of the library; count on the stated rates, not on these rows.

Start of the listing, in advance:
nr	SMILES	RmlCD inh 1536	M. tuberculosis GlmU
1	Cc1ccc(N/C=C/C(=O)c2cccs2)cc1	-6	0.5%
2	Cc1ccc(C)c(SCC(=O)NC(=O)Nc2ccc3c(c2)OCCO3)c1	nt	6.5%
3	C=CCn1cnc2c(nnn2Cc2ccc(F)cc2)c1=O	21	0.1%
4	COc1cc(NC(=O)c2ccc(Cl)cc2Cl)ccc1-c1cc2ccccc2oc1=O	15	5.3%

All compounds of this part (from the top)
nr	SMILES	RmlCD inh 1536	M. tuberculosis GlmU
1	Cc1ccc(N/C=C/C(=O)c2cccs2)cc1	-6	0.5%
2	Cc1ccc(C)c(SCC(=O)NC(=O)Nc2ccc3c(c2)OCCO3)c1	nt	6.5%
3	C=CCn1cnc2c(nnn2Cc2ccc(F)cc2)c1=O	21	0.1%
4	COc1cc(NC(=O)c2ccc(Cl)cc2Cl)ccc1-c1cc2ccccc2oc1=O	15	5.3%
5	N#C/C(=C\c1ccc(-c2ccccc2Cl)o1)C(=O)Nc1nc2ccccc2s1	3	0.6%
6	COc1ccccc1Nc1ncc(C(=O)N2CCC(C(N)=O)CC2)c2ccccc12	nt	-0.7%
7	Cc1ccc(S(=O)(=O)Nc2nc3ccccc3nc2NCC2CCCO2)cc1 (centres undefined)	-3	6.1%
8	O=C(NCc1ccc2c(c1)OCO2)C(=O)NC1CCCCC1	nt	3.0%
9	Cc1ccc(S(=O)(=O)Nn2cnnc2)cc1	-4	-2.2%
10	Cc1nn2c(NCCOCCO)c3c(nc2c1-c1ccccc1)CCC3	16	-4.7%
11	CC1CCN(c2nc(-c3cccnc3)nc3scc(-c4ccccc4)c23)CC1	nt	0.3%
12	COc1ccc(CNC(=O)C(CCSC)NC(=O)c2ccco2)cc1 (centres undefined)	13	-0.1%
13	COCCn1c(SCC(=O)Nc2ccc3c(c2)OCCO3)nnc1-c1c[nH]c2ccccc12	-7	-4.7%
14	C=CCNc1nc(C(=O)OCC)nc2ccccc12	0	-0.2%
15	COc1cc(C2NCC(c3ccc(Cl)cc3Cl)c3c2[nH]c2ccccc32)cc(OC)c1OC (centres undefined)	-5	1.2%
16	Cc1nc2cccnc2nc1C	-7	0.4%
17	Cc1occc1C(=O)NNC(=O)Nc1ccc([N+](=O)[O-])cc1	0	-5.2%
18	COc1ccc(NS(=O)(=O)c2ccc(O)c(NC(=O)c3cc4c(C)nn(-c5ccc(F)cc5)c4s3)c2)cc1	4	3.8%
19	O=C(c1cccs1)N1CCC(Cc2ccccc2)CC1	nt	-3.0%
20	CN(C)C(=O)COC(=O)c1ccccc1Sc1ccccc1C#N	8	-3.3%
21	Fc1cccc(NC(=S)NCCCN2CCOCC2)c1	8	-0.1%
22	O=C(Cc1ccc(Cl)cc1)NNC(=S)NC(=O)c1cccs1	-1	2.5%
23	CCSc1ncnc2c1sc1nc(-c3ccco3)c3c(c12)CC(C)(C)OC3	-5	nt
24	CS(=O)(=O)c1ccc2nc(NC(=O)CN3CCN(Cc4ccccc4)CC3)sc2c1	23	8.8%
25	O=C(O)/C=C\C(=O)Nc1ccccc1C#Cc1ccccc1	9	0.9%
26	CC(C)c1ccc(-c2nnc(N)s2)cc1	0	8.3%
27	COc1ccc2oc(=O)c(C(=O)Nc3ccccc3O)cc2c1	15	4.4%
28	CCOC(=O)c1c(NC(=O)c2ccc(N3C(=O)C4C5C=CC(C5)C4C3=O)cc2)sc2c1CCCC2 (centres undefined)	12	-0.7%
29	C#CCOCCOCCOCCNc1nc(N2CCN(C(=O)C([C@@H](C)CC)n3cc(C(N)CC(C)C)nn3)CC2)nc(N2CCN(C(=O)[C@H](CCCCN)n3cc(C(N)COC(=O)C(F)(F)F)nn3)CC2)n1 (some centres undefined)	nt	-6.2%
30	CC(C)(C)Sc1ccc2nc3c(n2c1)CCCC3	nt	-4.1%
31	CN1/C(=C\C(=O)Nc2ccc(F)cc2)C(C)(C)c2ccccc21	2	-5.6%
32	OCC1(Cc2cccc(C(F)(F)F)c2)CCN(Cc2cc(F)cc(F)c2)CC1	nt	1.1%

Quoted at random: 5 compounds from above, in no set order.
nr	SMILES	RmlCD inh 1536	M. tuberculosis GlmU
26	CC(C)c1ccc(-c2nnc(N)s2)cc1	0	8.3%
25	O=C(O)/C=C\C(=O)Nc1ccccc1C#Cc1ccccc1	9	0.9%
28	CCOC(=O)c1c(NC(=O)c2ccc(N3C(=O)C4C5C=CC(C5)C4C3=O)cc2)sc2c1CCCC2 (centres undefined)	12	-0.7%
30	CC(C)(C)Sc1ccc2nc3c(n2c1)CCCC3	nt	-4.1%
27	COc1ccc2oc(=O)c(C(=O)Nc3ccccc3O)cc2c1	15	4.4%

Following part.
nr	SMILES	RmlCD inh 1536	M. tuberculosis GlmU
33	CCc1cc2c(=O)c(-c3ccc4c(c3)OCCO4)coc2cc1OS(C)(=O)=O	-7	0.5%
34	COc1ccccc1NC(=O)Nc1nc(C(C)(C)C)cs1	3	2.1%
35	CCC(=O)N(Cc1cc2cc(C)c(C)cc2[nH]c1=O)C1CCCCC1	nt	-7.4%
36	CCOc1ccccc1-n1nnnc1SCC(=O)NC(=O)NCc1ccco1	16	1.2%
37	CCN1CCN(c2nc3c(c(=O)n(C)c(=O)n3C)n2Cc2cccc3ccccc23)CC1	nt	-8.3%
38	CCOC(=O)C1=C(C)NC(=S)NC1c1ccc(C)s1 (centres undefined)	36	4.4%
39	NC(=O)C1CCN(C(=O)/C=C/c2ccccc2[N+](=O)[O-])CC1	4	8.1%
40	C=CCn1c(SC)nc2sc3c(c2c1=O)CCc1ccccc1-3	4	0.0%
41	Cc1cc(C)n(C(=O)C2CCCN2S(=O)(=O)c2ccc(Cl)cc2)n1 (centres undefined)	4	nt
42	Cc1nnc(SCC2=C(C(=O)O)N3C(=O)C(NC(=O)Cn4nc(C(F)F)c(Cl)c4C)C3SC2)s1 (centres undefined)	11	-2.2%
43	Cc1cc2nc(CCN(Cc3cccnc3)C(=S)Nc3ccc(F)cc3)[nH]c2cc1C	-3	1.0%
44	CCOC(=O)c1sc(C)nc1C1CCN(C(=O)OCC)CC1	-4	2.3%
45	O=C(OCc1nnc(-c2ccccc2)o1)c1ccc2c(c1)C(=O)N(CCc1ccccc1)C2=O	32	-0.2%
46	CC[n+]1c(C=C2C=C(C)OC(C)=C2)sc2ccccc21	5	-2.2%
47	CC(=O)c1ccc(Sc2ccc(C(C)=O)cc2)cc1	9	-3.3%
48	CCc1ccc(Cn2nnc(C(=O)Nc3ccc(OC)cc3OC)c2N)cc1	-3	3.6%
49	COc1ccccc1N1CCN(c2nc3ccccc3nc2C(C#N)C(=O)OC(C)C)CC1 (centres undefined)	-2	3.0%
50	CCCNC(=O)c1onc(CSc2ccc(F)c(F)c2)c1C(=O)NCCC	nt	1.1%
51	CCc1nn(-c2cc(Oc3ccccc3)nc(-c3ccccc3)n2)c(N)c1C#N	-2	-4.5%
52	O=C(CN(Cc1ccccc1C(F)(F)F)C(=O)CNC(=O)c1ccco1)NC1CCCC1	nt	-0.6%
53	Cc1ccc(C)c(N(C)C(=O)COc2cc(=O)n(C)c3ccccc23)c1	12	-2.1%
54	O=C(CC(=O)NC1CCCCC1)N/N=C/c1ccccc1F	12	-0.5%
55	COc1ccc(/C=C/c2nc(-c3ccccc3O)n[nH]2)cc1	28	7.5%
56	CC(Cl)C(=O)NC(=O)NC12CC3CC(CC(C3)C1)C2 (centres undefined)	1	-2.6%
57	O=C(NC1CCCC1)c1ccc2c(c1)S(=O)(=O)c1ccccc1C2=O	nt	0.1%
58	CCOC(=O)c1c(C)nc2cc(C)ccn12	5	7.0%
59	COc1ccc(C2NC(=O)c3sc(=S)n(-c4ccccc4)c3N2)cc1 (centres undefined)	5	1.8%
60	O=C(NNC(=O)C1CCN(Cc2ccc(Cl)c(Cl)c2)CC1)c1cccs1	5	0.0%
61	COc1ccccc1/C=C/C(=O)Nc1ccc(N2CCOCC2)cc1	3	8.6%
62	CC(C)c1nnc(NC(=O)c2cccc(NC(=O)C(F)(F)F)c2)s1	7	-7.4%
63	O=C(Nc1ccc(-c2nc3cccnc3s2)cc1)c1ccc(Cl)nc1	-4	3.1%
64	Cc1nn(C(=O)c2ccco2)c(C)c1Sc1ccc(Cl)cc1	3	1.0%
65	O=C1N(CCCCN2C(=O)C3(OCCO3)c3ccccc32)c2ccccc2C12OCCO2	5	8.8%
66	CCCc1[nH]n(-c2nc3ccccc3s2)c(=O)c1C=NCCCOC	-6	-8.7%
67	O=C(O)CCN1C(=O)C2C3c4ccccc4C(c4ccccc43)C2C1=O (centres undefined)	nt	-2.4%
68	O=C(N=NC(=O)c1ccc2c(O)n(C3CCCCC3)c(O)c2c1)c1cccnc1	nt	5.7%
69	CCOC(=O)CSc1nc2ccccc2c(=O)n1CC1CCCC1	nt	-1.4%
70	CC(C)NS(=O)(=O)c1ccc(OCC(=O)NCc2ccc3c(c2)OCO3)c(Cl)c1	13	7.8%
71	COc1ccc(S(=O)(=O)N2CCC(O)(c3ccc4c(c3)OCO4)CC2)cc1	5	-1.7%
72	Cc1cccc(C(=O)N/N=C/c2ccccn2)c1	-4	-8.3%
73	COc1cc2oc3ccc(C#Cc4ccccn4)cc3c(=O)c2cc1OC	nt	1.3%
74	CCc1ccc(N2C(=O)CN(Cc3ccc(OC)c(OC)c3)C2=S)cc1	nt	-1.8%
75	CSCCC(NS(=O)(=O)c1cccs1)C(=O)NCc1cccs1 (centres undefined)	4	2.5%
76	Cc1c(C(=O)NN2CCOCC2)oc2ccccc12	2	4.5%
77	Cc1noc(C)c1-c1nnc(-c2ccc(OC(F)(F)F)cc2)o1	7	0.4%
78	Cc1cccc(NS(=O)(=O)c2cc(C(=O)N3CCN(C)CC3)ccc2C)c1	-1	4.7%
79	O=C(OCC(=O)N1c2ccccc2Sc2ccccc21)c1ccc[n+]([O-])c1	6	2.3%
80	COc1ccc(C(=O)Cc2ccc3c(c2)OCO3)c(O)c1	nt	5.9%
81	Cc1ccc(NC(=O)Nc2cnc3ccccc3c2)cc1	7	-1.7%
82	COC(=O)C1(S(=O)(=O)c2cc(Br)cc3c2N(C(C)=O)CC3)CC1	nt	6.4%
83	Cc1ccc2cc(C)c(Sc3nnnn3-c3ccccc3)nc2c1	2	-6.6%
84	Cn1c(-c2ccccc2)cnc1SCC(=O)N1CCCCC1	7	1.7%
85	Cn1cc(C=C(C#N)C#N)c2ccccc21	12	-7.4%
86	CN(C)CC#CCCCCCCC#CCN(C)C	5	-0.4%
87	O=C1CC(c2c(F)cccc2Cl)C(n2cncn2)C(O)=C1C1NCCc2ccccc21 (centres undefined)	5	1.6%
88	COc1ccc(CCn2nnnc2C(C(C)C)N2CCC(C(N)=O)CC2)cc1OC (centres undefined)	nt	2.4%

New compounds follow:
nr	SMILES	RmlCD inh 1536	M. tuberculosis GlmU
89	Nn1c(SCc2cccc(C(F)(F)F)c2)nnc1-c1ccco1	-2	2.7%
90	CCCc1nc(SCC(=O)N2CCC(C)CC2)c2c(=O)n(C)c(=O)n(C)c2n1	16	6.7%
91	CCc1ccccc1N(CC(=O)N1CCN(c2ccccc2)CC1)S(C)(=O)=O	nt	-3.5%
92	O=CNCC(=O)NCCc1ccc(Cl)cc1	-8	-0.4%
93	COCCCNc1oc(-c2cccs2)nc1S(=O)(=O)c1ccc(C)cc1	-5	-8.5%
94	c1ccc(Cn2nnc3c(NCC4CCCO4)ncnc32)cc1 (centres undefined)	nt	4.3%
95	CC1=C(C(=O)OCC2CCCO2)C(c2coc3ccc(Cl)cc3c2=O)C2=C(CCCC2=O)N1 (centres undefined)	5	3.3%
96	CC(C)(C)SCCNC(=O)c1cccc([N+](=O)[O-])c1	-4	-0.9%
97	COc1ccc(N)c2c1C(=O)c1ccccc1C2=O	-12	12%
98	CC(=O)N(C(C)=O)n1c(C)nc2sc3c(c2c1=O)CCCC3	-4	-3.2%
99	O=C(CCC(=O)Nc1ccccc1Cl)N/N=C/c1c[nH]c2ccccc12	7	0.9%
100	COc1ccc(Br)cc1C(=O)Nc1nnn(C)n1	nt	0.7%
101	S=C(Nc1ccccc1)N1CCN(C(=S)c2ccccc2)CC1	-2	-3.2%
102	CCOC(=O)CSc1nc2sc(C(=O)O)c(C)c2c(=O)[nH]1	-6	0.2%
103	CC1Cc2ccccc2N1C(=O)C1CCN(S(=O)(=O)Cc2ccccc2)CC1 (centres undefined)	-5	1.6%
104	CC(=O)OC1OCCOC1NC(=S)Nc1ccc(C)cc1 (centres undefined)	9	-5.8%
105	COc1cccc(-c2cc(C(=O)NCCN3CCOCC3)no2)c1	nt	-1.5%
106	COc1ccc(C(=O)c2sc3nc(C)cc(-c4cccs4)c3c2N)cc1	-9	1.6%
107	CC1CCN(S(=O)(=O)c2ccc(NC(=O)CN3CCN(c4ccccc4)CC3)cc2)CC1	-4	-4.5%
108	CC(NCc1ccccc1Cl)C(=O)Nc1ccc(C#N)cc1 (centres undefined)	2	2.4%
109	c1csc(-c2nn3c(C4COc5ccccc5O4)nnc3s2)c1 (centres undefined)	nt	1.9%
110	C=CC(=O)NC1CC2CCC1(C)C2(C)C (centres undefined)	-2	-1.3%
111	CCOC(=O)N=S(N)(=O)c1ccccc1 (centres undefined)	3	0.8%
